# Screening results (PubChem BioAssay)
# MsrA act: activates bovine MsrA enzyme; purified bovine MsrA, absorbance read-out; activation, % at 10.6 µM; actives 0.3% (n = 360,000); in the data active = activation above about 7.5%;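 also: 0% = vehicle and 100% = reference activator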
# Neddyl block: inhibitors of human cullin neddylation | P61081+Q13564 | AID 651699 | calls only at 25 µM | TR-FRET cullin neddylation, biochemical | actives 0.58% (n = 360,000); in the data active = inhibition above about 36%
# Target sequence (P61081 whole entry, looked up): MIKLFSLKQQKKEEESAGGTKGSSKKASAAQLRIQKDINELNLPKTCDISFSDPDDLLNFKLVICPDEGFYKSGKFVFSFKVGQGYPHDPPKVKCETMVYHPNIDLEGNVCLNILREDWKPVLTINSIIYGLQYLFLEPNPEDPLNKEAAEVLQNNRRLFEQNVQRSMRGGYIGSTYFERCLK
# Target sequence (Q13564 whole entry, looked up): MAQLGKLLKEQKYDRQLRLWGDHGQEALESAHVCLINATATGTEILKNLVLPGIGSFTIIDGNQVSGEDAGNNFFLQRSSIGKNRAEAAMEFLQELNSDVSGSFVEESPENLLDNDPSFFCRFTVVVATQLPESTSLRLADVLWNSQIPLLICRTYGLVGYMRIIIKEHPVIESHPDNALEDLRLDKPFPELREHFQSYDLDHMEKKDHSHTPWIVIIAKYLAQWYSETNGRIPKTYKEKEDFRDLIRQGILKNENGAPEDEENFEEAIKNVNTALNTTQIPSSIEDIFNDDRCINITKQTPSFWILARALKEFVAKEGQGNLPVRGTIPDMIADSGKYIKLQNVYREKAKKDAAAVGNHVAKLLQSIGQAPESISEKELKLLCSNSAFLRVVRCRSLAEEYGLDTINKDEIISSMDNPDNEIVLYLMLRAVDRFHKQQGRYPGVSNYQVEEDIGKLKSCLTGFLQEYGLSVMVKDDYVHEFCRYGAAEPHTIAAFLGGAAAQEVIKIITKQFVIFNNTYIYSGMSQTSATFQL
# Rin1 Abl inh: blocks binding of human Rin1 to Abl; P00519+Q13671; AID 588664; TR-FRET Rin1/Abl binding, biochemical; actives 0.4% (n = 360,000); inhibition, % at 7.35 µM; in the data active = inhibition above about 5%, passing the limit was not always enough
# NRP1-CendR mod: NRP-1/CendR interaction modulation; O14786; FAM-RPARPAR peptide binding to NRP-1, fluorescence polarization; inhibition, % at 25 µM; actives 0.85% (n = 360,000);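 active = inhibition or corrected inhibition above about 18%, plus a signal ratio from 0.5 to 1.5, limit read from the data, passing the limit was not always enough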; also: strong numbers were not always called active
# SKN-1 block: blocks SKN-1 activity in C. elegans; actives 0.49% (n = 360,000); AID 624304; inhibition, % at 21.8 µM; C. elegans VP596 Pgst-4::GFP/RFP ratio, acrylamide-induced, 24 h;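 active = interference check ratio from 0.5 to 1.5 plus GFP to RFP signal ratio inhibition reaching or exceeding a fixed threshold, cut at about 30% in these data, passing the limit was not always enough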; also: some compounds called inactive have numbers as strong as hits
# MT1-MMP act inh: blocks activation of human MT1-MMP; actives 0.061% (n = 360,000); GFP/RFP ratio change, % at 20 µM; AID 651647; HT1080 RFP-PRO-GFP cells, GFP/RFP ratio fluorescence, overnight; percent of plate control window, DMSO zero; P50281;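 active = GFP/RFP ratio change of at least 30% with cell ATP level not reduced by more than half and red fluorescence within 50% of control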; also: strong numbers were not always called active
#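 Assay system: HT1080 RFP-PRO-GFP cells | Dosing: 20 µM single dose, 1% DMSO | Incubation: Cells overnight before dosing, compound overnight, 37 °C, 5% CO2 | Evaluation: GFP/RFP fluorescence ratio | Control set: DMSO-only wells and HT1080 RFP-L50D-GFP cell wells as references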
# PABP1 MLLE inh: inhibitors of microRNA-mediated deadenylation, human PABP1 MLLE binding | GST-MLLE / FITC-PAM2 fluorescence polarization | inhibition, % at 20 µM | actives 0.36% (n = 360,000) | P11940; in the data active = inhibition above about 35%, passing the limit was not always enough;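 also: plate controls were DMSO wells with GST-MLLE for no effect and wells lacking GST-MLLE protein for full effect; some results filed as inactive read as strong as hits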
# E coli Lon inh: E. coli protease La inhibition; P0A9M0; purified E. coli Lon protease, fluorescence polarization; inhibition, % at 7.94 µM; actives 0.42% (n = 360,000); in the data active = inhibition above about 13%, passing the limit was not always enough;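 also: 0% = enzyme with probe and DMSO and 100% = no enzyme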
# FAS-TE inh: FAS thioesterase (human) inhibition | recombinant FAS-TE, OMFH fluorogenic substrate, fluorescence endpoint | inhibition, % at 15 µM | actives 0.67% (n = 360,000);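 active = compounds whose normalised, plate-corrected inhibition of enzyme fluorescence in the single-dose primary screen is 50% or more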;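 also: 0% = DMSO with enzyme and 100% = substrate without enzyme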
# Starred values were filed as active, the others as inactive; i = inactive; x = not tested or not shown.
# A first look, 3 compounds:
# Sequence of screens – NRP1-CendR mod	PABP1 MLLE inh	FAS-TE inh	MsrA act	MT1-MMP act inh	E coli Lon inh	SKN-1 block	Neddyl block	Rin1 Abl inh
CC(C)(C)N(Cc1cc2ccccc2[nH]c1=O)C(=O)C1CCCCC1
 : -5	7	-9	-10	-9	4	-1	i	2
CCOc1ccccc1NC(=O)c1cc(C(=O)c2cc(Br)ccc2O)coc1=N
 : -9	0	16	-12	0	-2	-2	i	0
NC(=O)C1(c2ccccc2)CCC(=O)N1c1ccccc1 (configuration not stated)
 : 10	0	0	-2	3	6	13	i	-3

# The whole of this part, from the first entry:
# Sequence of screens – NRP1-CendR mod	PABP1 MLLE inh	FAS-TE inh	MsrA act	MT1-MMP act inh	E coli Lon inh	SKN-1 block	Neddyl block	Rin1 Abl inh
CC(C)(C)N(Cc1cc2ccccc2[nH]c1=O)C(=O)C1CCCCC1
 : -5	7	-9	-10	-9	4	-1	i	2
CCOc1ccccc1NC(=O)c1cc(C(=O)c2cc(Br)ccc2O)coc1=N
 : -9	0	16	-12	0	-2	-2	i	0
NC(=O)C1(c2ccccc2)CCC(=O)N1c1ccccc1 (configuration not stated)
 : 10	0	0	-2	3	6	13	i	-3
O=C(N/N=C/c1ccc(Cl)s1)c1ccccc1[N+](=O)[O-]
 : -5	21	0	-3	1	-1	7	i	0
O=C(NC1=NCCS1)C1CC2CCC1C2 (configuration not stated)
 : 4	-61	-21	-3	1	-5	-14	i	1
OC1c2cc(Cl)ccc2-c2c(Cl)cc(Cl)cc21 (configuration not stated)
 : 14	-9	7	-3	-1	2	-7	i	1
Cc1c(NC(=O)c2csc3c2CCCC3)c(=O)n(-c2ccccc2)n1C
 : 9	2	-4	-1	2	-3	23	i	-2
Cc1noc(C)c1S(=O)(=O)N(C)C[C@H]1Oc2ccc(NC(=O)CCC(F)(F)F)cc2C(=O)N([C@H](C)CO)C[C@@H]1C
 : -2	4	-1	1	3	-6	-1	i	3
COc1ccc(CNC(=O)COC(=O)c2cc(C)oc2C)cc1
 : 4	-9	1	0	-6	-3	-3	i	2
C#Cc1ccc([C@@H]2C=C(C(=O)NC3CC3)O[C@H](OCC)[C@H]2CCCO)cc1
 : 18	-4	-7	-1	0	-5	-5	i	2
CC(C)c1ccc(-n2nnnc2SCc2nc(N)nc(N)n2)cc1
 : -66	-14	-4	-1	1	2	23	i	0
COc1cccc(C(=O)NCC(=O)NCc2cc(=O)n(C)c(=O)n2C)c1
 : 14	-13	-5	0	0	10	10	i	3
Cc1ncc([N+](=O)[O-])n1CC(=O)NC1CCCCC1
 : -10	15	-11	-3	1	-10	0	i	0
O=S(=O)(Nc1ccc(-n2cnnn2)cc1)c1cccc(F)c1
 : 8	-7	-5	-2	8	-2	17	i	4
Cc1c(N(C)C)c(=O)n(-c2ccccc2)n1C
 : 5	6	-2	-1	0	3	3	i	2
O=C(O)c1ccccc1C(=O)Nc1nc(-c2ccc3ccccc3c2)cs1
 : -18	2	0	-9	3	5	-3	i	0
Cc1ccc(S(=O)(=O)N2CCOCC2)cc1NC(=O)COC(=O)CSc1ccc(Br)cc1C
 : -22	-12	-3	-2	0	-4	-17	i	-4
CC1CCCN(C(=O)CSCC(=O)Nc2nc(-c3cccs3)cs2)C1 (configuration not stated)
 : -12	3	6	-2	0	-8	4	i	0
O=C(NCc1cccnc1)C1CC(=O)N(c2ccc(F)cc2)C1 (configuration not stated)
 : 10	-8	-7	2	-3	1	7	i	-1
Oc1[nH]c2ccc(Br)cc2c1N=NC(=S)N1CCOCC1
 : -2	-56	-8	-9	14	2	-5	i	-3

# Full records, quoted from the list. Order of values: NRP1-CendR mod | PABP1 MLLE inh | FAS-TE inh | MsrA act | MT1-MMP act inh | E coli Lon inh | SKN-1 block | Neddyl block | Rin1 Abl inh
# Results for C#Cc1ccc([C@@H]2C=C(C(=O)NC3CC3)O[C@H](OCC)[C@H]2CCCO)cc1 = 18 | -4 | -7 | -1 | 0 | -5 | -5 | i | 2
# Results for Cc1c(NC(=O)c2csc3c2CCCC3)c(=O)n(-c2ccccc2)n1C = 9 | 2 | -4 | -1 | 2 | -3 | 23 | i | -2
# Results for O=C(NCc1cccnc1)C1CC(=O)N(c2ccc(F)cc2)C1 (configuration not stated) = 10 | -8 | -7 | 2 | -3 | 1 | 7 | i | -1
# Results for Cc1ncc([N+](=O)[O-])n1CC(=O)NC1CCCCC1 = -10 | 15 | -11 | -3 | 1 | -10 | 0 | i | 0

# Additional compounds follow.
# Sequence of screens – NRP1-CendR mod	PABP1 MLLE inh	FAS-TE inh	MsrA act	MT1-MMP act inh	E coli Lon inh	SKN-1 block	Neddyl block	Rin1 Abl inh
CCN1CCCC1CNC(=O)c1cc(S(=O)(=O)N(C)C)ccc1Cl (configuration not stated)
 : 7	3	-8	-1	0	3	0	i	2
COc1cc(/C=C2\SC(=O)NC2=O)ccc1OCC(=O)N1CCOCC1
 : 2	-5	-4	-6	8	-15	-7	i	-2
CCC(C)NS(=O)(=O)c1ccc(NC(=O)CNCc2cccs2)cc1 (configuration not stated)
 : -12	5	-3	-1	1	3	8	i	-1
NS(=O)(=O)c1ccc(CCNC(=O)CCCC2=NS(=O)(=O)c3ccccc3N2)cc1
 : 3	-1	-8	-7	-3	-2	-30	i	3
Nc1nnc(SCC(=O)N2CCN(Cc3ccccc3)CC2)s1
 : -8	-96	-9	-10	7	-4	-15	i	1
Cc1ccc(-c2nc(NCc3cccnc3)c3ccccc3n2)cc1
 : -36	10	14	2	-6	-2	22	i	0
COc1ccc(CC(=O)N2CCOCC2)cc1
 : 2	33	-4	3	-1	-9	5	i	4
Fc1ccc(-c2nn3c(C4COc5ccccc5O4)nnc3s2)cc1 (configuration not stated)
 : -8	25	12	-2	4	1	21	i	7
Cc1ccc(N/N=C/c2c(O)cc(C)oc2=O)cc1
 : 7	7	-9	-6	-2	-2	-10	i	3
CSc1sc(C(=O)N2CCc3ccccc32)cc1S(=O)(=O)C(C)C
 : -3	-7	4	-2	4	2	-8	i	2
Cc1ccc(C(=O)N/C(=C\c2cccnc2)c2nc3ccccc3[nH]2)cc1
 : 3	10	-5	-6	-4	9	3	i	-2
CCN(CC)S(=O)(=O)c1ccc(N2CCOCC2)c(NC(=O)C2CCCO2)c1 (configuration not stated)
 : 4	2	-2	-2	6	3	2	i	-1
COc1ccc(-n2cc(CNCCCn3ccnc3)c(-c3ccccc3Cl)n2)cc1
 : 7	-3	-8	-1	8	-8	6	i	-2
c1cncc(CNc2ccc3c(c2)OCO3)c1
 : 11	17	-6	-12	0	2	14	i	1
c1ccc(CNc2nc(N3CCN(Cc4ccccc4)CC3)nc3ccccc23)cc1
 : 16	-7	36	1	-3	2	16	i	-3
CN(C)Cc1csc(Nc2ccc(C(F)(F)F)cn2)n1
 : 4	5	-6	1	0	4	12	i	-2
COCC(C)NC(=O)COc1nncc2ccccc12 (configuration not stated)
 : -6	3	-3	0	-2	-1	-1	i	1
Cc1cc(-c2nnc(SCC(=O)Nc3ccc(C(F)(F)F)cc3)n2C)no1
 : -4	3	-1	-4	5	0	-12	i	2
Cc1ccc2oc(C(=O)N3CCN(c4cccc(C)n4)CC3)c(C)c2c1
 : -1	2	22	-2	-3	-10	-8	i	2
O=C(c1ccc(CNc2c(N3CCCC3)c(=O)c2=O)cc1)N1CC=C(c2ccccc2)CC1
 : 3	1	16	-4	5	12	-5	i	-3

# Reprinted at random: three records from the list.
# Sequence of screens – NRP1-CendR mod	PABP1 MLLE inh	FAS-TE inh	MsrA act	MT1-MMP act inh	E coli Lon inh	SKN-1 block	Neddyl block	Rin1 Abl inh
Cc1ccc2oc(C(=O)N3CCN(c4cccc(C)n4)CC3)c(C)c2c1
 : -1	2	22	-2	-3	-10	-8	i	2
Nc1nnc(SCC(=O)N2CCN(Cc3ccccc3)CC2)s1
 : -8	-96	-9	-10	7	-4	-15	i	1
c1ccc(CNc2nc(N3CCN(Cc4ccccc4)CC3)nc3ccccc23)cc1
 : 16	-7	36	1	-3	2	16	i	-3

# Results in SKN-1 block, FAS-TE inh and PABP1 MLLE inh, for some of the entries so far:
structure,SKN-1 block,FAS-TE inh,PABP1 MLLE inh
c1ccc(CNc2nc(N3CCN(Cc4ccccc4)CC3)nc3ccccc23)cc1,16,36,-7
CN(C)Cc1csc(Nc2ccc(C(F)(F)F)cn2)n1,12,-6,5
COCC(C)NC(=O)COc1nncc2ccccc12 (configuration not stated),-1,-3,3

# Additional records
# Sequence of screens – NRP1-CendR mod	PABP1 MLLE inh	FAS-TE inh	MsrA act	MT1-MMP act inh	E coli Lon inh	SKN-1 block	Neddyl block	Rin1 Abl inh
COCCNC(=O)C(c1cccs1)N(C(=O)Cn1nnc2ccccc21)c1cccc(C(C)=O)c1 (configuration not stated)
 : 1	9	-7	-3	-3	1	-1	i	-1
Cc1ccc(S(=O)(=O)N2CCCC(c3nc(-c4ccc(C)o4)no3)C2)cc1 (configuration not stated)
 : 5	5	42	5	-9	2	9	i	3
CC1=C(C(=O)N2CCCC(C(=O)c3cccc(C(F)(F)F)c3)C2)OCCO1 (configuration not stated)
 : -1	2	-9	-2	4	-1	-3	i	1
CCCCN(C(=O)C(C)Oc1ccc(Cl)cc1)c1c(N)n(CCCC)c(=O)[nH]c1=O (configuration not stated)
 : 6	-43	1	-3	-1	-5	2	i	4
Cc1cccc(N(CC(=O)N2CCCC2)S(C)(=O)=O)c1
 : 2	9	-3	-2	-3	5	3	i	0
COc1cccc(Nc2nc(=O)[nH]nc2C)c1
 : -2	8	-7	-5	-3	3	1	i	-3
Cc1cc(F)ccc1NC(=O)c1ccc(NS(=O)(=O)c2cccs2)cc1
 : 5	1	-8	-2	-5	-17	5	i	-2
Cc1nn(-c2ccc(F)cc2)c(Cl)c1/C=C/C(=O)N1CCNC(=O)C1
 : -7	-4	-9	-3	0	5	6	i	2
O=S1(=O)CCC(S(=O)(=O)N2CCCCCC2)C1 (configuration not stated)
 : 9	-3	-3	1	0	4	-14	i	0
O=C(NOC(=O)c1ccccc1)c1ccccc1
 : -2	-1	-6	-7	1	4	-1	i	-3
O=C(CSc1nc(-c2ccco2)cc(C(F)(F)F)n1)Nc1ccc(C(=O)N2CCCCC2)cc1
 : 6	2	9	1	3	1	14	i	0
Cc1ccc(-c2[nH]ncc2C(=O)c2ccc(Br)cc2)c(O)c1
 : 1	-2	-128	-5	0	4	3	i	-2
Cc1c(OCC(=O)N2CCC(C(=O)O)CC2)ccc2c3c(c(=O)oc12)CCCC3
 : 7	13	-5	-6	0	0	15	x	-2
CCOC(=O)Cc1cnc(NC(=O)Cn2nnc(-c3ccc(OCC)cc3)n2)s1
 : -6	-4	0	-5	5	-4	-11	i	1
COc1cccc(NC(=S)NCCN2CCOCC2)c1
 : 10	9	-12	-5	4	-6	-10	i	4
CCCCC1=CC2=CC(=O)C(C)(OC(=O)CC)C(=O)C2=CN1CC(C)C (configuration not stated)
 : 4	15	-6	-2	5	7	14	i	-4
CC12CN(C(=O)c3cccc([N+](=O)[O-])c3)C3(C#N)CC1CCC23C (configuration not stated)
 : 8	1	0	-4	3	-5	-4	i	0
Cc1ccc2cc(CCNC(=O)c3cccs3)c(=O)[nH]c2c1C
 : -7	4	-8	-8	2	-2	-14	i	1
Fc1ccccc1C(c1nnnn1Cc1ccc2c(c1)OCO2)N1CCN(Cc2ccco2)CC1 (configuration not stated)
 : -6	8	6	-1	0	16*	-3	i	-6
Cc1[nH]n(-c2ncc(-c3ccc(Cl)cc3)s2)c(=O)c1C(c1ccc(Cl)cc1)C(C#N)C#N (configuration not stated)
 : -18	5	21	0	7	-10	9	i	-1
CN1OC[C@@H]2CN(C(=O)CCc3ccccc3)[C@H](c3ccc(-n4ccnc4)cc3)C[C@@H]21
 : 22	-19	-5	3	1	-3	6	i	2
[O-][n+]1cc(Cl)cc(Cl)c1
 : 4	-5	-6	1	2	-4	-3	i	2
COc1cc(/C=N/N2CCN(C3c4ccccc4-c4ccccc43)CC2)cc(OC)c1OC
 : 0	-15	22	-2	-7	22	10	i	0
